# Source: PubChem
# Growth percent in the NCI-60 one-dose screen (48 h, 10 µM unless noted): 100 = growth as untreated, 0 = no growth, -100 = all killed.
# HL-60(TB) – HL-60(TB) leukemia cells; 78,000 compounds, 9% hits; AID 1794776; active = growth percent below 10
# The depositor's hits bear a star; & = joins results of further samples; [ ] = dose if it differs, or a comment.
# Start of the listing, in advance (2 entries):
compound | HL-60(TB)
N#C/C(=C/c1ccc(O)c([N+](=O)[O-])c1)c1nc(-c2ccc([N+](=O)[O-])cc2)cs1 | 26
CSc1nccc(-c2c(-c3ccc(NC(C)=O)cc3)nc3sccn23)n1 | 88

# Main list, from the first entry:
compound | HL-60(TB)
N#C/C(=C/c1ccc(O)c([N+](=O)[O-])c1)c1nc(-c2ccc([N+](=O)[O-])cc2)cs1 | 26
CSc1nccc(-c2c(-c3ccc(NC(C)=O)cc3)nc3sccn23)n1 | 88
COc1c(NC=O)c2c(c([N+](=O)[O-])c1OC)C(=O)OC2 | 91&98
COC(=O)/C=C/C(=O)NC(N)=O | 97
Nc1cccc2ccc(Cl)nc12 | 106
c1csc(C2=NN3C(C2)c2ccccc2OC3c2ccncc2)c1 (stereo unspecified) | 98
Cc1cc([N+](=O)[O-])ccc1P(=O)(O)c1ccc([N+](=O)[O-])cc1C | 77
NC(N)=Nc1ccc(Oc2cccc(NC(N)=Nc3ccc(Br)cc3)c2)cn1 | 65
COC(=O)CCCCCC[C@@H]1[C@@H](/C=N/NC(=O)c2ccncc2)[C@H](OC(=O)c2ccccc2)C[C@@H]1O | 90
COC(=O)c1nc(-c2ccccc2)oc1S(=O)(=O)NCCO | 67
COc1ccc(C2CC(c3ccccc3)=NN2Cn2nnc3ccccc32)cc1 (stereo unspecified) | 84
O=C1CCC23OC=CC2C2(Nc4ccccc4NC2=O)c2cc(Cl)ccc2N13 (stereo unspecified) | 100
O=C(CNC(=O)OCc1ccccc1)NCC(=O)NC(Cc1c[nH]c2ccccc12)C(=O)O (stereo unspecified) | 89
OC1CCN(CCCOc2c3ccc(Cl)cc3nc3c2oc2ccc(Cl)cc23)CC1 | 22
CCOC(=O)COc1ccc2c(c1)O/C(=C\c1ccccc1OC)C2=O | 90
COc1cccc(-c2nn(C(C)(C)C)cc2-c2ccnc(NCCCNS(=O)(=O)c3cccc(F)c3)c2)c1 | 103
CC(O)C(=O)O (stereo unspecified) | 115&96
Nc1c(C(=O)Nc2cccc(Cl)c2)sc2nc3c(cc12)C(=O)CCC3 | 33
Cc1ccc(C#N)cn1 | 114
c1cc[c]([Bi]([c]2ccccc2)[c]2ccccc2)cc1 | 97
COc1ccc(NC(=O)c2cccc(-c3cc(=O)c4c(O)c(OC)c(OC)cc4o3)c2)cc1 | 130
Clc1ccc(N/N=C/c2ccccn2)nc1 | -15*
CC1CCN(C(CC(=O)c2ccccc2)C(=O)c2ccccc2)CC1 (stereo unspecified) | 93
O=S(=O)(Nc1ccc(N2CCOCC2)c(F)c1)c1ccc(-c2cnc(C3CC3)o2)cc1 | 116
COc1ccc(NC(=O)C2c3ccccc3C(=O)N(CC(C)C)C2c2cccs2)cc1 (stereo unspecified) | 90
Oc1c(CN2CCN(c3ccccc3F)CC2)cc(Br)c2cccnc12 | -34*
CCOC(=O)[C@@]12CCCC=C1N1c3ccccc3-c3ccnn3[C@H]1CC2 | 94
C=C(C)[C@@H]1CC[C@]2(C(=O)NCCC#N)CC[C@]3(C)[C@H](CC[C@@H]4[C@@]5(C)Cc6c([nH]c7ccccc67)C(C)(C)[C@@H]5CC[C@]43C)[C@@H]12 | 101
N#Cc1c(-c2ccc(Cl)cc2)c2c(N)nn(-c3ccccc3)c2[nH]c1=O | 101
O=C(O)C(Cc1c[nH]c2ccccc12)N1C(=O)CSC1=S (stereo unspecified) | 122
CC(C)N1C(=O)c2ccccc2C(n2c(-c3ccc(C(F)(F)F)cc3)nc3ccccc32)C1=O (stereo unspecified) | 100
COc1ccc(Nc2c3sc4cc(OC)ccc4nc-3c3ccccc3c2=O)cc1 | 96
COc1cc(C)ccc1Oc1nc(Nc2ccc(N3CCOCC3)cc2)ncc1NC(=O)Nc1cc(C(F)(F)F)cc(C(F)(F)F)c1 | 42
COc1cc2cc(C(=O)N3C[C@@H](CCl)c4c3cc(OC(=O)N(C)CCSSCCN3CCOCC3)c3ccccc43)[nH]c2c(OC)c1OC | -40*
Cc1nnc2ncccn12 | 89
O=[N+]([O-])c1ccc2c(c1[N+](=O)[O-])CCCC2 | 98
CC1CC[N+]2(CCCCC2)CC1 | 97
CN(C)CCNC(=O)c1ccc(-c2nc3ccc4[nH]ncc4c3c3c2CCCC3)cc1 | 103
O=C(c1nn(-c2ccccc2)c2c1CC(NCCc1ccc(F)cc1)CC2)N1CCCCC1 (stereo unspecified) | 91
O=S(=O)(NCCNc1nccc(-c2c(-c3ccccc3)nc3occn23)n1)c1ccc(Cl)cc1 | 86
COc1ccc(-c2ccc(-c3ccc(C(=N)N)s3)s2)cc1Cl | -42*
COC(=O)C1=C(C)NC(C)=C(C(=O)OC(C)C)C1c1cccc2nonc12 (stereo unspecified) | 96
O=C(CN1CCN(c2cc3c(cc2F)c(=O)c(C(=O)O)cn3C2CC2)CC1)N/N=C/c1ccncc1 | 98
Cc1ccc(NC(=O)Cn2cc(COc3ncnc4c3cnn4-c3ccccc3)nn2)cc1C | 101
c1ccc(Nc2nn3c(-c4ccco4)ccnc3c2-c2ccccc2)cc1 | 101
CC12CCC3C(=CCc4cc(O)ccc43)C1C/C(=N\O)C2O (stereo unspecified) | 97
NNC(=O)c1cc2ccc1CCc1ccc(cc1)CC2 | 99
CCNC(=O)OCCc1c2ccccc2nc2ccccc12 | 95
Cc1ccc(Nc2nn3c(=O)c4cc(Cl)ccc4nc3s2)cc1 | 101
O=C(CNC(=O)OCc1ccccc1)Oc1ccc([N+](=O)[O-])cc1 | 87
O=C1NC(=O)/C(=C\c2cn(-c3ccccc3)nc2-c2ccc(Cl)cc2)S1 | 94
Cc1ccc(C(=O)C[n+]2cn(CCC(=O)Nc3cccc4cccnc34)c3ccccc32)cc1 | 91
COC(=O)CCC(=O)Nc1ccccc1 | 96
O=S1(=O)C=C(c2ccccc2)C(c2ccccc2)=C1 | -16*
O=C(CN1CCN(c2cc3c(cc2F)c(=O)c(C(=O)O)cn3C2CC2)CC1)Nc1ccc(Br)cc1 | 84
CNCCOCc1ccccc1 | 96
CCOC(=O)c1c(-c2ccccc2)n2c(=O)cc(C)c3c(O)c(O)cc1c32 | 12
Cc1ccc(N2CC(c3nc4ccccc4o3)CC2=O)cc1 (stereo unspecified) | 103
Cc1c2c(cn1Cc1ccccc1)CCc1cn[nH]c1-2 | 91
CCN(c1ccc2c(c1)C(C)(C)CCC2(C)C)c1ccc(C(=O)O)cn1 | 115

# The list goes on.
compound | HL-60(TB)
CCCn1c(NC(=O)c2cccc(C(N)=O)c2)nc2cc(CN3CCCCC3)ccc21 | 91
CCCCC/C(C)=N/Nc1ccc([N+](=O)[O-])cc1[N+](=O)[O-] | 76
OCc1cnccc1N1CCCC1 | 73
CC1OC(Oc2c(-c3ccc(O)c(O)c3)oc3cc(O)cc(O)c3c2=O)C(O)C(O)C1O (stereo unspecified) | 106
c1cnc2[nH]cnc2n1 | 100
CCCCCCCCCCCCCC(=O)N1CCOCC1 | 93
C/C(=C(/C)C1CC1CCNS(=O)(=O)c1ccc(C)cc1)c1cccc(C(F)(F)F)c1 (stereo unspecified) | 80
CN(C)c1nc(N(C)C)c2cnn(C)c2n1 | 113
O=C(Nc1ccccc1F)c1ccccc1 | 90
COC(=O)C(CC(C)C)NS(=O)(=O)c1ccc(-c2cc3ccccc3c(=O)o2)cc1 (stereo unspecified) | 99
Cc1ccccc1Nc1nc(N)[nH]c(=O)c1N=O | 116
COc1cccc(C2SCC(=O)N2NC(=O)c2ccc(C)nc2)c1 (stereo unspecified) | 133
Cc1cc2c(n1Cc1ccccc1)CSCC2=O | 56[100 µM]
CCCCCCCC(O)(CCCCCCC)CCCCCCC | 150
CC(C)(C)CC(C)(C)Nc1c(-c2c(O)c3ccccc3oc2=O)nc2sccn12 | 100
Cc1ccc(NC(=O)CSc2nc3ccccc3c(=O)n2CCc2ccccc2)cc1 | 125
COc1cc(-c2csc(NC(=O)c3cc(F)cc(C(F)(F)F)c3)n2)cc(OC)c1OC | 14
CCN(CC)CCCC(C)Nc1nncc2ccccc12 (stereo unspecified) | 107
COc1ccc(C2CC(=O)c3ccccc3O2)cc1 (stereo unspecified) | 91
O/N=C\c1ccc(-c2ccccc2)cc1 | 104
CC(=O)c1ccc(NC(=O)CSc2nnc(-c3ccc(-c4nc5ccc(Cl)cc5[nH]4)cc3)o2)cc1 | 80
O=C(NCCCOc1ccc([N+](=O)[O-])cc1Cl)Nc1ccc(S(=O)(=O)F)cc1 | 74
Cc1ccc(NC(=O)Nc2ccc(C)cc2)cc1 | 97
COc1ccc(NC(=O)c2sc3nc(C)c(C(O)c4ccc(OC)cc4)cc3c2N)cc1 (stereo unspecified) | -59*
COc1ccc(/C=C/c2nc3ccccc3c(=O)n2CC(=O)Nc2ccc(OC)cc2)cc1 | 82
COc1ccc(Cn2cc3c(c2-c2ccc(O)cc2)CCc2cnoc2-3)cc1 | 4.9*
Nc1nccc2c1ccn2-c1ccc(NC(=O)c2ccc(N3CCOCC3)c(C(F)(F)F)c2)cc1 | -4.4*
CCN(CC)c1cc(/C=C/c2ccc(OC)c(OC)c2)nc2cc(F)c(F)cc12 | 112
OC(CN1CCCCC1)(c1ccccc1)c1ccccc1 | 107
COc1ccc(Nc2ncccc2C(=O)Nc2nc3ccc(OC)cc3s2)cc1 | 89

# (more compounds)
Compound,HL-60(TB)
C[C@H]1O[C@@H](c2ccc3c(c2O)C(=O)C2=C(C3=O)[C@@]3(O)C(=O)C[C@](C)(O)C[C@@]3(O)C=C2)C[C@@H](O)[C@@H]1O,101
OC(CCCN1CCCCC1)(c1ccccc1)c1ccccc1,88
CCC1c2ccccc2C(=O)C1C(N)=O (stereo unspecified),104
CCn1c(SCC(=O)c2ccc(Br)cc2)nnc1-c1ccncc1,103
O=C(O)COc1ccc2ccccc2c1,120
COc1ccccc1N(CCO)CCO,108
CS(=O)(=O)c1nsc(N)n1,105
CCc1c(C)c2ccc(O)c(-c3cc(-c4ccccc4)c(C#N)c(N)n3)c2oc1=O,102

# Part of the list above, field by field.
O=C(O)COc1ccc2ccccc2c1
- HL-60(TB) = 120
COc1ccccc1N(CCO)CCO
- HL-60(TB) = 108

# Continuation:
Compound,HL-60(TB)
Cc1nc2sc(C(=O)Nc3ccccc3)c(N)c2cc1C(=O)c1ccccc1,22
O=S(=O)(Nc1ccccc1-c1ccccc1)c1ccccc1,62
COc1ccc(C(=O)n2c(C)ccc2C)cc1,93
CNC(=O)OCn1cnc(Cl)c1Cl,82
CCc1cc(O)ccc1Nc1cc(-c2ccc(O)cc2)[nH]n1,90
S=C(S)Nc1cccc2ccccc12,82
COc1ccc(-c2cc3ccccc3[nH]2)cc1,87
C=CN(C(=O)N1CCN(c2cc3c(cc2F)c(=O)c(C(=O)O)cn3C2CC2)CC1)c1nc(-c2ccc(OC)cc2)cs1,-23*
O=C(Nc1cccc2c1CCCC2)c1cc2ccccc2cc1O,15
CN(C)CCOc1ccc(/C(=C(/CCCCCCCCCC[P+](c2ccccc2)(c2ccccc2)c2ccccc2)c2ccccc2)c2ccccc2)cc1,-62*
CCOC(=O)c1cc(C(=O)c2cc(OC)cc(OC)c2)n2ccncc12,76
Cc1ccc2sc3c(Cl)nc4ccccc4c3c(=O)c2c1,95
NCC(CC(=O)O)c1ccc(Cl)cc1 (stereo unspecified),100
NC(N)=Nc1ccc(Oc2cccc(NC(N)=Nc3ccc(Br)c(C(F)(F)F)c3)c2)cc1,18
O=C1COCCN1c1ccc(NCc2cn(Cc3ccc(F)cc3)c3ccccc23)cc1,87
N#Cc1ccnc2ccccc12,97

# Filtered by structure, the entries above with a cyano group (six)
Compound,HL-60(TB)
N#C/C(=C/c1ccc(O)c([N+](=O)[O-])c1)c1nc(-c2ccc([N+](=O)[O-])cc2)cs1,26
Cc1ccc(C#N)cn1,114
C=C(C)[C@@H]1CC[C@]2(C(=O)NCCC#N)CC[C@]3(C)[C@H](CC[C@@H]4[C@@]5(C)Cc6c([nH]c7ccccc67)C(C)(C)[C@@H]5CC[C@]43C)[C@@H]12,101
N#Cc1c(-c2ccc(Cl)cc2)c2c(N)nn(-c3ccccc3)c2[nH]c1=O,101
CCc1c(C)c2ccc(O)c(-c3cc(-c4ccccc4)c(C#N)c(N)n3)c2oc1=O,102
N#Cc1ccnc2ccccc12,97

# Next part.
Compound,HL-60(TB)
COc1ccc2cc([C@@H]3C[C@@H]3CCO)ccc2c1,96
CC1(C)CC(=O)C2=C(C1)N(c1ccc(OC(F)(F)F)cc1)C(N)=C(C#N)C2c1ccc(Br)cc1F (stereo unspecified),79
CC(=O)OC(C)C[N+](C)(C)C (stereo unspecified),95
Cn1ccnc1C(=O)/C=C/c1ccc(C(=O)Nc2ccc(S(F)(F)(F)(F)F)cc2)cc1,-30*
CC(=O)Nc1ccc(S(=O)(=O)OCCCl)cc1,117
OC(CBr)c1ccc(Cl)c(Cl)c1 (stereo unspecified),100
CC(=O)C1CCC2C3CC(C)=C4CC(O)CCC4(C)C3CCC12C (stereo unspecified),99
CC1(C)CC[C@]2(C(=O)O)CC[C@]3(C)C(=CCC4[C@@]5(C)C[C@@H](O)[C@@H]6OC(c7ccco7)OC[C@@]6(C)C5CC[C@]43C)C2C1 (stereo partly specified),13

# Some of these compounds in order of molar mass, lowest first.
Compound,HL-60(TB)
CC(=O)OC(C)C[N+](C)(C)C (stereo unspecified),95
COc1ccc2cc([C@@H]3C[C@@H]3CCO)ccc2c1,96
OC(CBr)c1ccc(Cl)c(Cl)c1 (stereo unspecified),100
CC(=O)C1CCC2C3CC(C)=C4CC(O)CCC4(C)C3CCC12C (stereo unspecified),99
CC1(C)CC(=O)C2=C(C1)N(c1ccc(OC(F)(F)F)cc1)C(N)=C(C#N)C2c1ccc(Br)cc1F (stereo unspecified),79

# Remaining list, next part.
Compound,HL-60(TB)
Cc1cc(O)c(C=NC(=S)c2ccncc2)c(=O)o1,117
O=S(=O)(NCCCNc1nccc(-c2c(-c3cccc(F)c3)nc3sccn23)n1)c1cccc2ccccc12,54
CCOC(=O)c1c2c(n(-c3ccc(OC)cc3)c1-c1ccccc1)C=CCC2,78
C=C(C=O)[C@@H]1CC=C(C=O)CC1,-33*
CC(C)(C)c1ccc(O)c([N+](=O)[O-])c1,116
N#C/C(=C\c1c(-c2ccccc2)[nH]c2ccccc12)C(=O)c1ccccc1,2.8*
CCCCCCCCCCCC(=O)OC(C)C(=O)NC(C)(C)CC(C)(C)C (stereo unspecified),98
Oc1ccc(-c2ccccc2)cc1Cl,89
O=C(CSc1nc2ccccc2c(=O)n1CCc1ccccc1)Nc1ccc(S(=O)(=O)Nc2ccc(Cl)nn2)cc1,132
Cc1cccc(C)c1C(=O)c1ccccc1Cc1ccc2ccccc2c1,97

# This is a subset; rates above refer to the full screens.
